Screening results (PubChem)
PAFAH1B3 inh = inhibitors of human PAFAH1B3; recombinant PAFAH1B3, FP-rhodamine probe, fluorescence polarization; Q15102; inhibition, % at 3.39 µM; actives 0.28% (n = 340,000);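 active means inhibition above the screen-wide average of all tested compounds plus 3 SD, cut at about 25% in these data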;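 further: 0% = enzyme with DMSO only and 100% = wells lacking PAFAH1B3 protein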
PAD4 FP inh = inhibitors of human PAD4 | AID 485272 | inhibition, % at 6.36 µM | recombinant PAD4, RCA probe fluorescence polarization | actives 0.41% (n = 330,000) | Q9UM07;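 active means percent inhibition above a cutoff equal to the mean of all tested compounds plus 3 SD, cut at about 15% in these data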;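 further: 0% = PAD4 with RCA probe and DMSO and 100% = probe without PAD4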
GSTO1 counter = counter-screen for RBBP9 inhibitors: inhibitors of human GSTO1; inhibition, % at 5.96 µM; actives 1.1% (n = 300,000); recombinant GSTO1, activity-based probe fluorescence polarization; P78417;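 active means inhibition above the campaign mean inhibition plus 3 SD, cut at about 35% in these data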;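 further: 0% = GSTO1-1 with DMSO and 100% = wells lacking GSTO1-1 enzyme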
Target sequence (P78417 whole entry, looked up): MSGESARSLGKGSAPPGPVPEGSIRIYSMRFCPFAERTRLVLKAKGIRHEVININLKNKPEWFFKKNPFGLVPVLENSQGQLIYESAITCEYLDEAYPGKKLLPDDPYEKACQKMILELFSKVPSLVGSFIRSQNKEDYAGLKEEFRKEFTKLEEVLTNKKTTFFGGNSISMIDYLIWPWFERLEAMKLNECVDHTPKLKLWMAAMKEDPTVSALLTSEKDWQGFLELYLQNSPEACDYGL
LYPLA2 counter = counter-screen for PME1 inhibitors: inhibitors of human LYPLA2. AID 2177. recombinant LYPLA2, FP-Rh probe fluorescence polarization. O95372. inhibition, % at 5.9 µM. actives 0.38% (n = 320,000);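 active means inhibition above the screen-wide mean plus 3 SD, limit set per campaign, cut at about 26% in these data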;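 further: 0% = LYPLA2 with DMSO and 100% = wells lacking LYPLA2 enzyme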
LYPLA1 inh = counter-screen for PME1 inhibitors: inhibitors of human LYPLA1. O75608. inhibition, % at 5.9 µM. actives 0.16% (n = 320,000). AID 2174. recombinant LYPLA1, FP-Rh probe fluorescence polarization;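 active means inhibition above the mean of all tested compounds plus 3 SD, set per campaign, cut at about 14% in these data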;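 further: inhibitors block serine hydrolase probe labeling of LYPLA1 so polarization falls; 0% = enzyme with DMSO and 100% = wells lacking LYPLA1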
PAFAH2 FP inh = PAFAH2 (human) inhibition. recombinant PAFAH2, FP-rhodamine activity probe, fluorescence polarization. inhibition, % at 3.39 µM. actives 0.99% (n = 340,000). AID 492956;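 active means inhibition above the mean over all tested compounds plus 3 SD, cut at about 30% in these data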;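 further: inhibitors block probe labeling of enzyme so polarization drops; 0% = enzyme with DMSO and 100% = wells lacking PAFAH2 protein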
pPAFAH FP inh = inhibitors of human plasma PAF acetylhydrolase (pPAFAH). recombinant pPAFAH, FP-rhodamine probe fluorescence polarization. actives 1.5% (n = 330,000). inhibition, % at 3.39 µM. Q13093;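 active means inhibition above the mean inhibition across the screen plus 3 SD, cut at about 25% in these data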;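 further: inhibitors block binding of the rhodamine activity-based probe so polarization drops; 0% = enzyme with DMSO and 100% = wells lacking pPAFAH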
PAFAH1B2 FP inh = inhibitors of human PAFAH1B2. actives 1.2% (n = 340,000). P68402. AID 492953. inhibition, % at 3.39 µM. recombinant PAFAH1B2, FP-rhodamine activity probe, fluorescence polarization;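 active means inhibition above the mean of all tested compounds plus 3 SD, cut at about 24% in these data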;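 further: 0% = enzyme with DMSO and 100% = wells lacking PAFAH1B2; many of its hits are not listed in these tables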
Target sequence (P68402 whole entry, looked up): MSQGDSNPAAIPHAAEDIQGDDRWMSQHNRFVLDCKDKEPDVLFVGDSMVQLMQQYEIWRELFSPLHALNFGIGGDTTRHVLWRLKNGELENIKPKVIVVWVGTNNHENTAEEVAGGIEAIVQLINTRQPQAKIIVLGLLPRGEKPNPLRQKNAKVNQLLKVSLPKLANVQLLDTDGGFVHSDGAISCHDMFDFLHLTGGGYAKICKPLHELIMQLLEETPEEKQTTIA
PME-1 primary = PME-1 (human) inhibition | Q9Y570 | AID 2130 | recombinant PME-1, FP-Rh probe fluorescence polarization | inhibition, % at 5.9 µM | actives 0.53% (n = 320,000);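 active means inhibition above the campaign mean of all compounds plus 3 SD, cut at about 26% in these data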;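 further: competitive labeling of PME-1 active site by serine hydrolase directed probe; 0% = PME-1 with DMSO and 100% = wells lacking PME-1 enzyme; inhibitors block probe labeling so polarization falls and inhibition rises; many of its hits are not listed in these tables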
Target sequence (Q9Y570 whole entry, looked up): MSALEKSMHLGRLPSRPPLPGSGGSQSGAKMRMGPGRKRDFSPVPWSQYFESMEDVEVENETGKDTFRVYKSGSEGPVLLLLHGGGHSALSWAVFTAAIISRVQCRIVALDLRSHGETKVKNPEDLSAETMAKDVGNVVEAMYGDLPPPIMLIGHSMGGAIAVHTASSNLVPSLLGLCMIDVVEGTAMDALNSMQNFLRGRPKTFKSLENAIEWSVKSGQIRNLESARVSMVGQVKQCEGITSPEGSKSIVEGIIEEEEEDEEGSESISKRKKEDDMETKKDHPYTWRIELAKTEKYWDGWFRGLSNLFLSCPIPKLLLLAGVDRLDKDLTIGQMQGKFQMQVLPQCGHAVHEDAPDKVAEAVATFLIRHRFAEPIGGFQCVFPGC
The depositor's hits bear a star; & = joins results of further samples.

CCC(=O)Nc1cccc(NC(=O)CSc2nc3c(c(=O)n(C)c(=O)n3C)n2C)c1 was read as PAFAH1B3 inh 2, PAD4 FP inh -2, GSTO1 counter 1, LYPLA2 counter 3, LYPLA1 inh 6, PAFAH2 FP inh -7, pPAFAH FP inh 4, PAFAH1B2 FP inh 6 and PME-1 primary -4.
Screening CC(NC(=O)CCCc1ccccc1)c1ccncc1 (stereo not given) returned PAFAH1B3 inh 2, PAD4 FP inh 3, GSTO1 counter 10, LYPLA2 counter -4, LYPLA1 inh -3, PAFAH2 FP inh 6, pPAFAH FP inh -2, PAFAH1B2 FP inh 1 and PME-1 primary -9.
For Cc1ccc(N(CC(=O)NCCSCc2ccco2)S(=O)(=O)c2ccc(C)cc2)cc1 the results were PAFAH1B3 inh 2, PAD4 FP inh 4, GSTO1 counter 2, LYPLA2 counter 1, LYPLA1 inh -5, PAFAH2 FP inh -2, pPAFAH FP inh 7, PAFAH1B2 FP inh 2 and PME-1 primary -7.
O=[N+]([O-])c1ccc(C(=Nc2cccc3ccccc23)N2CCOCC2)cc1 was read as PAFAH1B3 inh 9, PAD4 FP inh 2, GSTO1 counter -2, LYPLA2 counter 4, LYPLA1 inh -2, PAFAH2 FP inh 6, pPAFAH FP inh 7, PAFAH1B2 FP inh 7 and PME-1 primary 0.
`COc1ccccc1OCc1ccc(C(=O)N2CCN3CCCC3C2)cc1` (stereo not given) gave PAFAH1B3 inh -5, PAD4 FP inh 4, GSTO1 counter 10, LYPLA2 counter -2, LYPLA1 inh 1, PAFAH2 FP inh -5, pPAFAH FP inh 0, PAFAH1B2 FP inh -1 and PME-1 primary -2.
`COC(=O)c1sc(S(=O)(=O)N2CCN(c3ccccc3F)CC2)c(C(=O)OC)c1C` gave PAFAH1B3 inh 6, PAD4 FP inh -2, PAFAH2 FP inh 11, pPAFAH FP inh 3 and PAFAH1B2 FP inh 0.
CCCCNS(=O)(=O)c1ccc(NC(=O)Cc2ccc(OC)cc2)cc1 was read as PAFAH1B3 inh 0, PAD4 FP inh -3, GSTO1 counter 5, LYPLA2 counter 2, LYPLA1 inh 1, PAFAH2 FP inh 12, pPAFAH FP inh 0, PAFAH1B2 FP inh -3 and PME-1 primary -4.
C#CCOCCOCCOCCNc1nc(N2CCN(C(=O)[C@H]([C@@H](C)CC)n3cc([C@@H](N)Cc4ccc(O)cc4)nn3)CC2)nc(N2CCN(C(=O)[C@H]([C@@H](C)CC)n3cc([C@@H](N)Cc4ccc(O)cc4)nn3)CC2)n1 was read as PAFAH1B3 inh 3, PAD4 FP inh -1, GSTO1 counter 1, LYPLA2 counter 7, LYPLA1 inh -2, PAFAH2 FP inh 3, pPAFAH FP inh 3, PAFAH1B2 FP inh -1 and PME-1 primary 0.
`CNC(=S)N(Cc1cc2cc(OC)c(OC)cc2[nH]c1=O)C1CCCC1` gave PAFAH1B3 inh 7, PAD4 FP inh -3, GSTO1 counter 10, LYPLA2 counter -2, LYPLA1 inh 0, PAFAH2 FP inh 14, pPAFAH FP inh 7, PAFAH1B2 FP inh 6 and PME-1 primary 6.
For COC(=O)c1ccccc1NC(=O)c1ccc(-c2ccc(Br)cc2)o1 the results were PAFAH1B3 inh 2, PAD4 FP inh 0, GSTO1 counter -2, LYPLA2 counter 2, LYPLA1 inh -2, PAFAH2 FP inh 2, pPAFAH FP inh 1, PAFAH1B2 FP inh -6 and PME-1 primary -1.
Screening CCN(NC(=O)C(O)(c1ccc(F)cc1)c1ccc(F)cc1)C(=O)c1ccccc1 returned PAFAH1B3 inh 1, PAD4 FP inh -3, GSTO1 counter 0, LYPLA2 counter -8, LYPLA1 inh 0, PAFAH2 FP inh -5, pPAFAH FP inh 3, PAFAH1B2 FP inh 0 and PME-1 primary -4.
Screening Nc1nc(Br)c2c(F)cccc2c1-c1ccc(F)cc1 returned PAFAH1B3 inh 1, PAD4 FP inh -7, GSTO1 counter 1, LYPLA2 counter 4, LYPLA1 inh -2, PAFAH2 FP inh -11, pPAFAH FP inh 15, PAFAH1B2 FP inh 1 and PME-1 primary 6.
For Cc1ccc(S(=O)(=O)N2CCOCC2)cc1NC(=O)CNC1CCCC1 the results were PAFAH1B3 inh 8, PAD4 FP inh 1, GSTO1 counter 7, LYPLA2 counter 3, LYPLA1 inh 1, PAFAH2 FP inh -7, pPAFAH FP inh 3, PAFAH1B2 FP inh -3 and PME-1 primary 3.
`CCOC(=O)c1sc(NC(=O)CCN2CCN(C)CC2)c(C(=O)OCC)c1C` gave PAFAH1B3 inh 6, PAD4 FP inh 1, GSTO1 counter 8, LYPLA2 counter -6, LYPLA1 inh -1, PAFAH2 FP inh 14, pPAFAH FP inh 4, PAFAH1B2 FP inh 2 and PME-1 primary -2.
For CN(C)S(=O)(=O)c1ccc(Cl)c(C(=O)NCc2ccco2)c1 the results were PAFAH1B3 inh 5, PAD4 FP inh -2, GSTO1 counter -4, LYPLA2 counter 4, LYPLA1 inh 1, PAFAH2 FP inh -2, pPAFAH FP inh 7, PAFAH1B2 FP inh 2 and PME-1 primary 7.
CCCCN1CC(C(=O)NCc2ccc(C)cc2)CC1=O (stereo not given) was read as PAFAH1B3 inh 3, PAD4 FP inh -3, GSTO1 counter 5, LYPLA2 counter 6, LYPLA1 inh 0, PAFAH2 FP inh -4, pPAFAH FP inh 4, PAFAH1B2 FP inh 5 and PME-1 primary 2.
`COc1ccc(NC(=O)COC(=O)c2ccccc2SCC(=O)N2CCCC2)cc1` gave PAFAH1B3 inh 1, PAD4 FP inh 4, GSTO1 counter 4, LYPLA2 counter 7, LYPLA1 inh 0, PAFAH2 FP inh 61*, pPAFAH FP inh 6, PAFAH1B2 FP inh 0 and PME-1 primary -3.
Screening COc1ccc(/C=C\c2nc(O)c([N+](=O)[O-])c(=O)[nH]2)cc1O returned PAFAH1B3 inh 7, PAD4 FP inh 3, GSTO1 counter -3, LYPLA2 counter -1, LYPLA1 inh -1, PAFAH2 FP inh -8, pPAFAH FP inh 9, PAFAH1B2 FP inh 1 and PME-1 primary 0.
Screening COc1cccc(CC(NC(C)=O)C(=O)NC2CCN(S(=O)(=O)c3ccc(NC(C)=O)cc3)CC2)c1OC (stereo not given) returned PAFAH1B3 inh 5, PAD4 FP inh -5, GSTO1 counter 3, LYPLA2 counter -1, LYPLA1 inh 4, PAFAH2 FP inh 2, pPAFAH FP inh 3, PAFAH1B2 FP inh 10 and PME-1 primary 0.
Screening Cc1c(C(=O)/C=C/N(C)C)nnn1-c1ccc(Cl)c(Cl)c1 returned PAFAH1B3 inh 0, PAD4 FP inh 0, GSTO1 counter -4, LYPLA2 counter -3, LYPLA1 inh -3, PAFAH2 FP inh 1, pPAFAH FP inh 2, PAFAH1B2 FP inh 2 and PME-1 primary -4.
For O=C(CSc1nnc(C2CC2)n1CC1CCCO1)Nc1ccccc1Cl (stereo not given) the results were PAFAH1B3 inh -3, PAD4 FP inh 2, GSTO1 counter 7, LYPLA2 counter 5, LYPLA1 inh 6, PAFAH2 FP inh -10, pPAFAH FP inh 4, PAFAH1B2 FP inh -5 and PME-1 primary -2.
`C=CCOc1c2ccc(C(=O)N(CC)c3ccc(OC)cc3)cc2nn1C` gave PAFAH1B3 inh 13, PAD4 FP inh -3, GSTO1 counter 2, LYPLA2 counter -6, LYPLA1 inh -1, PAFAH2 FP inh -1, pPAFAH FP inh 3, PAFAH1B2 FP inh 9 and PME-1 primary 0.
Screening CCOC(=O)c1cc(CC)sc1/N=C/c1c(O)ccc2ccccc12 returned PAFAH1B3 inh -3, PAD4 FP inh -6, GSTO1 counter 31, LYPLA2 counter -1, LYPLA1 inh -3, PAFAH2 FP inh -8, pPAFAH FP inh 3, PAFAH1B2 FP inh 2 and PME-1 primary 2.
For Cn1nnc(NC(=S)NC(=O)c2ccco2)n1 the results were PAFAH1B3 inh 6, PAD4 FP inh -5, GSTO1 counter -2, LYPLA2 counter -3, LYPLA1 inh 6, PAFAH2 FP inh -4, pPAFAH FP inh 2, PAFAH1B2 FP inh 6 and PME-1 primary -1.
`Cc1nc2ccc3nc(NC(=O)C4COc5ccccc5O4)sc3c2s1` (stereo not given) gave PAFAH1B3 inh -2, PAD4 FP inh -4, GSTO1 counter -4, LYPLA2 counter -9, LYPLA1 inh -12, PAFAH2 FP inh 1, pPAFAH FP inh -6, PAFAH1B2 FP inh 2 and PME-1 primary -9.
`COc1cccc(C(=O)N(Cc2cccs2)C2CCS(=O)(=O)C2)c1` (stereo not given) gave PAFAH1B3 inh 5, PAD4 FP inh -5, GSTO1 counter -3, LYPLA2 counter 4, LYPLA1 inh 1, PAFAH2 FP inh 2, pPAFAH FP inh 1, PAFAH1B2 FP inh 1 and PME-1 primary 1.
Screening NCCCCCc1nnc(SCc2ccc(Cl)cc2Cl)o1 returned PAFAH1B3 inh 4, PAD4 FP inh -6, GSTO1 counter 3, LYPLA2 counter -4, LYPLA1 inh -1, PAFAH2 FP inh 4, pPAFAH FP inh 3, PAFAH1B2 FP inh 1 and PME-1 primary -5.
`Cc1ccccc1-c1c(C)oc2cc(O)ccc2c1=O` gave PAFAH1B3 inh 3, PAD4 FP inh 1, GSTO1 counter -7, LYPLA2 counter 6, LYPLA1 inh 0, PAFAH2 FP inh -2, pPAFAH FP inh 6, PAFAH1B2 FP inh 4 and PME-1 primary -2.
Screening CCOC(=O)N1CCN(C(=O)CCCn2c(=S)[nH]c3ccccc3c2=O)CC1 returned PAFAH1B3 inh 4, PAD4 FP inh 0, GSTO1 counter 7, LYPLA2 counter 2, LYPLA1 inh -2, PAFAH2 FP inh 2, pPAFAH FP inh -2, PAFAH1B2 FP inh -1 and PME-1 primary 2.
For CC(C)CC(=O)C(=O)O the results were PAFAH1B3 inh 1&-2, PAD4 FP inh 1&-2, GSTO1 counter 7&2, LYPLA2 counter -2&5, LYPLA1 inh -1&2, PAFAH2 FP inh 2&4, pPAFAH FP inh 2&1, PAFAH1B2 FP inh -3&-1 and PME-1 primary -4&-2.
Screening Cc1ccc(CNC(=O)c2ccc(N3CCC4(CC3)CC(c3cccc(Br)c3)=NO4)c(NC(=O)c3ccccc3)c2)cc1 returned PAFAH1B3 inh 11, PAD4 FP inh -2, GSTO1 counter -12, LYPLA2 counter -9, LYPLA1 inh -8, PAFAH2 FP inh -12, pPAFAH FP inh -5, PAFAH1B2 FP inh 1 and PME-1 primary -14.
Screening CCOc1ccc(CCNC(=O)Cn2nc(C)n3cccc3c2=O)cc1OCC returned PAFAH1B3 inh 0, PAD4 FP inh 3, GSTO1 counter -8, LYPLA2 counter 4, LYPLA1 inh 1, PAFAH2 FP inh -6, pPAFAH FP inh 0, PAFAH1B2 FP inh 6 and PME-1 primary 3.
Cc1oc(S(=O)(=O)N2CCOCC2)cc1C(=O)Nc1ccc(F)cc1 was read as PAFAH1B3 inh -1, PAD4 FP inh 1, GSTO1 counter -2, LYPLA2 counter 0, LYPLA1 inh 2, PAFAH2 FP inh 4, pPAFAH FP inh 6, PAFAH1B2 FP inh 4 and PME-1 primary -3.
Screening Cc1cc(C)n(C(=O)C2CCCN2S(=O)(=O)c2ccc(Cl)cc2)n1 (stereo not given) returned PAFAH1B3 inh 1, PAD4 FP inh -3, GSTO1 counter 1, LYPLA2 counter -5, LYPLA1 inh 0, PAFAH2 FP inh -2, pPAFAH FP inh 2, PAFAH1B2 FP inh 3 and PME-1 primary 0.

Some of the compounds tested; rates above refer to the full screens.
